Screening data (PubChem BioAssay)
SRC2 inh: inhibition of GAL4-SRC2 driven luciferase reporter, primary screen, SRC2 inhibitor project, cell-based, luminescence | HEK293 GAL4-SRC2 luciferase reporter | inhibition, % at 9 µM | Nuclear receptor coactivator 2 (Homo sapiens), Q15596 | AID 651957, 2012 | hit rate 0.17% among 370,000;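 active = inhibition above the mean inhibition of all tested compounds plus 3 SD, set per campaign, cut at about 52% in these data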;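 note: 0% = DMSO treated cells and 100% = cells given Gossypol at 36 µM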
COUP-TFII inh: NR2F2 transcriptional activity inhibitors, primary screen, cell-based, luciferase reporter, HEK293T, luminescence; HEK293T NGFI-A luciferase reporter; inhibition, % at 8.6 µM; hit rate 0.7% among 370,000;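 active = inhibition above a per-plate cutoff, mean inhibition of test wells between control levels plus 3 SD, cut at about 38% in these data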;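 note: cells cotransfected with COUP-TFII expression vector driving the NGFI-A reporter; 0% = median of COUP-TF2 test wells and 100% = reporter-only cells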
Target sequence (P24468 whole entry, looked up): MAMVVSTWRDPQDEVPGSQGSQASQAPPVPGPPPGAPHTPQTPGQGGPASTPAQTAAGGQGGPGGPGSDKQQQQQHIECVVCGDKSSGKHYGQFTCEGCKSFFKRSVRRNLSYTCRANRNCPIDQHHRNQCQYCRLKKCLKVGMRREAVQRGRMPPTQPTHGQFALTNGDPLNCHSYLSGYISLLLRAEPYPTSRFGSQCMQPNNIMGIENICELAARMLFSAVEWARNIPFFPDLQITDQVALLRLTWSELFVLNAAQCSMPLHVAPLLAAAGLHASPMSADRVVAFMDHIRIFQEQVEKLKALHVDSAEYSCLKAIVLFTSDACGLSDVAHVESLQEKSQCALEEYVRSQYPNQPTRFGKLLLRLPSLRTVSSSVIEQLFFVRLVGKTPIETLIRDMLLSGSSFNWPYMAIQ
Starred values were filed as active, the others as inactive. Not all compounds are listed; rates above refer to the full screens.

SMILES | SRC2 inh | COUP-TFII inh
CN1Cc2nnn(Cc3ccccc3)c2-c2cc(N3CCCC3)ccc2S1(=O)=O | 22 | 21
COCC(=O)N(C)[C@H]1C[C@H]2c3[nH]c4c(-c5ccc6c(c5)OCO6)cccc4c3CCN2C(=O)[C@H]1[C@H](C)O | 12 | -7
C#CCNC(=O)C[C@H]1C(=O)N(CCCOC)C2=CCCCC[C@]21C(=O)OC | -13 | -10
COc1ccccc1NC(=O)C1=C(C)NC(SCC(=O)c2ccc(C)cc2)=C(C#N)C1c1ccco1 (stereo not drawn) | 0 | 10
CCn1c(COc2ccccc2)nnc1SCC(=O)Nc1ccc(Oc2ccccc2)cc1 | 9 | 15
CC[n+]1c(/C=C/C=C/N(C(C)=O)c2ccccc2)sc2cc(OC)ccc21 | -14 | -5
CC(C)C[C@H]1COc2ccc(Cl)cc2S(=O)(=O)N1Cc1cn(Cc2ccc(C(F)(F)F)cc2)nn1 | 5 | 0
COc1cc(C(=O)Nc2ccc3ccccc3c2)cc(OC)c1OC | -107 | -29
COC(=O)c1cc2c(c3c4cc(C)ccc4n(C(=O)c4ccccc4)c13)C(=O)N(Cc1ccccc1)C2 | 15 | -10
COC(=O)c1ccc2nc(-c3ccc(Cl)cc3)c(Cc3ccccc3)n2c1 | -3 | -8
Cc1cc(O)cc(=O)n1-c1ccc(Cl)c(C(F)(F)F)c1 | 14 | 11
CCOC(=O)[C@@]12CN(C(=O)OC(C)(C)C)CC=C1N(Cc1ccc(OC)cc1)C(=O)[C@H]2CC(=O)NCC1CCCCC1 | -2 | 13
COc1ccc(-c2nc(NC(=O)CSc3nnc4ccccn34)ns2)cc1 | 17 | 3
CCCCCCCCN1C(=O)[C@@H](CC(=O)NCc2cccc(C(F)(F)F)c2)C[C@@]2(C(=O)OC)C1=C[C@H](C(C)C)O[C@@H]2C1CC1 | -20 | 7
COC(=O)C1CCN(C(=O)C2CC(=O)N(c3ccc(OC)cc3)C2c2ccc(OC)cc2)CC1 (stereo not drawn) | -5 | -6
Cc1ccccc1CN1CCCCC(NC(=O)Nc2ccccc2F)C1=O (stereo not drawn) | 5 | 17
COc1ccc(-c2ccc3c(n2)CCCN3S(=O)(=O)c2ccc(OC)cc2)cc1 | -2 | 19
O=C1C=CCC(/C=C/c2ccccc2)O1 (stereo not drawn) | 31 | 26
O=S(=O)(Nc1nc2ccccc2nc1-[n+]1cccc(N=C([O-])c2ccc(Cl)cc2)c1)c1ccccc1 | -9 | 15
CCCCOCC1CN(CCCC)S(=O)(=O)c2c(cccc2N(C)S(=O)(=O)c2ccc(C)cc2)O1 (stereo not drawn) | -3 | 14

Reprinted at random: two compounds from above.
SMILES | SRC2 inh | COUP-TFII inh
COc1ccc(-c2nc(NC(=O)CSc3nnc4ccccn34)ns2)cc1 | 17 | 3
Cc1ccccc1CN1CCCCC(NC(=O)Nc2ccccc2F)C1=O (stereo not drawn) | 5 | 17

Back to the main list; the three compounds before the break are reprinted first.
SMILES | SRC2 inh | COUP-TFII inh
O=C1C=CCC(/C=C/c2ccccc2)O1 (stereo not drawn) | 31 | 26
O=S(=O)(Nc1nc2ccccc2nc1-[n+]1cccc(N=C([O-])c2ccc(Cl)cc2)c1)c1ccccc1 | -9 | 15
CCCCOCC1CN(CCCC)S(=O)(=O)c2c(cccc2N(C)S(=O)(=O)c2ccc(C)cc2)O1 (stereo not drawn) | -3 | 14
CCN(CC)c1ccc(NC(=O)CSc2nnc(SCc3ccc(Cl)cc3)s2)cc1 | 2 | 4
Cc1ccc(C)c(NC(=O)C2CCCN2S(=O)(=O)c2cccc3cccnc23)c1 (stereo not drawn) | -7 | 17
COCCCNC(=O)C[C@H]1C[C@@]2(C(=O)OC)C(=C[C@H](C(C)C)O[C@@H]2C2CC2)N(CCC2=CCCCC2)C1=O | 1 | 12
Cc1ccc(-c2nnc(SCC(=O)c3ccc(O)c(O)c3)n2-c2ccc(Cl)cc2)cc1 | 1 | 6
COC(=O)[C@H](Cc1ccccc1)N1CC=CS1(=O)=O | -15 | 7
CC(=O)c1ccc(N2C(=O)C3C(C2=O)C(C(=O)c2ccc(Cl)cc2)N2CCCC32)cc1 (stereo not drawn) | -17 | 10
CC(CCN1CCC(C(O)(c2ccccc2)c2ccccc2)CC1)Oc1cc(F)cc(C#N)c1 (stereo not drawn) | 10 | 0
C#CCCCN([C@@H](CC(C)C)C(=O)OC)S(=O)(=O)c1ccccc1Br | 18 | -24
COC(=O)C1=C(C)N(Cc2ccccc2)C(=S)NC1c1ccc(-c2ccccc2)cc1 (stereo not drawn) | -3 | -9
CCn1c(Cc2cccs2)nnc1SCC(=O)Nc1ccc(OCc2ccccc2)cc1 | -18 | 10
COC(=O)[C@]12C[C@H](CC(=O)NCc3ccc(OC)c(OC)c3)C(=O)N(Cc3ccc(Cl)cc3Cl)C1=C[C@H](C1CCCC1)O[C@@H]2C | 19 | 18
COC(=O)[C@]12C[C@H](CC(=O)N3CCN(C(=O)c4ccco4)CC3)C(=O)N(Cc3ccc(Cl)cc3Cl)C1=C[C@H](C(C)C)O[C@@H]2C1CC1 | -4 | 31
COc1cccc(-c2cc(CNC(=O)[C@H]3O[C@@H](n4cnc(C(N)=O)n4)[C@H](O)[C@@H]3O)no2)c1 | -22 | -21
C[C@@H]1CN([C@@H](C)CO)C(=O)CCCn2nncc2CO[C@H]1CN(C)C(=O)Nc1ccc(N2CCN(C)CC2)cc1 | 15 | 8
CC(=O)O[C@H]1C[C@@H](n2cnc3c(Cl)ncnc32)[C@@H]2OC(C)(C)O[C@@H]21 | -19 | -34
Cc1c(C(=O)NN2CCCCC2)nn(-c2ccc(Cl)cc2Cl)c1-c1ccc(Cl)cc1 | -3 | 5
O=C(NCCc1ccc(F)cc1)c1ccc2c(c1)ncn2C1CCCCC1 | -38 | -7
CC1=C[C@]2(C[N+](Cc3ccccc3)=C(N)N2)n2c(=O)n(-c3ccccc3)c(=O)n2C1 | -15 | -9
Cc1csc(NC(=O)c2ccc(COc3cccc(Cl)c3)o2)n1 | -33 | -27
C=CCN1C(=O)[C@@H](CC(=O)NCc2cccc(C(F)(F)F)c2)[C@]2(C(=O)OCC)CCCCC/C=C/12 | -12 | -13
CCCCNC(=O)C[C@H]1C[C@@]2(C(=O)OC)C(=C[C@H](C(C)C)O[C@@H]2C2CC2)N(Cc2ccco2)C1=O | -11 | 1
CCN1C(=O)[C@@H]2[C@H](C1=O)[C@@H]1CC(C(=O)OC)=C[C@@H](C(=O)OC)C3C1=C(C(=O)C3(CC)CC)[C@@H]2C (stereo partly drawn) | 3 | 1
O=C(CCC(=O)N1CCN(C2c3ccccc3-c3ccccc32)CC1)Nc1nnc(C(F)(F)F)s1 | -33 | -11
C[C@@H]1CN([C@H](C)CO)C(=O)c2cc(Br)cnc2O[C@H]1CN(C)Cc1ccccc1F | -22 | -6
C=CCN(CC#CC1=CCCCC1)CC1CC1 | -23 | -25
COc1ccc(-n2c(COc3ccccc3)nnc2SCC(=O)Nc2ccc(OCc3ccccc3)cc2)cc1 | -1 | -7
COC(=O)c1cc(-c2ccc(C(C)=O)cc2)c(=O)n2c1CCC2 | -51 | 1
COC(=O)[C@]12C[C@H](CC(=O)NCc3cccc4ccccc34)C(=O)N(Cc3ccc4c(c3)OCO4)C1=C[C@H](C(C)C)O[C@@H]2C1CC1 | -1 | 5
Cc1cc(-c2n[nH]c(=S)n2N=Cc2ccc(O)cc2)n[nH]1 | -20 | 0
O=C(N[C@H](C(=O)N1CCC[C@H]1C(=O)NCCc1ccccc1Cl)c1ccccc1)c1cccs1 | -10 | 3

Reprinted from the part before: 2 entries, then new ones.
SMILES | SRC2 inh | COUP-TFII inh
Cc1cc(-c2n[nH]c(=S)n2N=Cc2ccc(O)cc2)n[nH]1 | -20 | 0
O=C(N[C@H](C(=O)N1CCC[C@H]1C(=O)NCCc1ccccc1Cl)c1ccccc1)c1cccs1 | -10 | 3
CN(C)[C@H]1CCN(c2cccc3c2S(=O)(=O)N2CC[C@@H](C2)O3)C1 | -20 | 1
C=C(C)c1sc(-c2ccccc2)nc1C | 8 | -6
CN1C(=O)C[C@@](C#N)(C(=O)NCCc2ccccc2)[C@H]1c1ccccc1 | 10 | -18
COc1ccccc1Cc1c(-c2ccc(C)cc2)nc2ccc(C)cn12 | -44 | -47
COc1ccc(-n2c(COc3ccc(C)cc3)nnc2SCC(=O)Nc2ccc(S(=O)(=O)Nc3cc(C)nc(C)n3)cc2)cc1 | 12 | 8
COCCCN1C(=O)[C@H](CC(=O)NCC23CC4CC(CC(C4)C2)C3)[C@]2(C(=O)OC)CCCCC=C12 | -47 | -7
Cc1ccc(-c2cc(C(=O)NN=Cc3c(O)ccc4ccccc34)[nH]n2)cc1C | 29 | -27
O=C(CSc1nnc(-c2ccc(Cl)cc2)n1-c1ccccc1)Nc1ccc(Oc2ccccc2)cc1 | 9 | 2
Cc1cc2c(nc1C)CCCN2S(=O)(=O)c1ccc(C(F)(F)F)cc1 | -10 | 7
OC(c1ccccc1)(c1ccccc1)C1CCN(CCCOc2ccccn2)CC1 | -25 | 14
O=C(NCCc1ccccc1)OCc1cn(Cc2cccc(C(F)(F)F)c2)nn1 | 5 | -9
COC(=O)[C@]12C[C@H](CC(=O)NCc3ccc(OC)c(OC)c3)C(=O)N(Cc3cccc4ccccc34)C1=C[C@H](C(C)C)O[C@@H]2C1CC1 | 0 | 13
CCOC(=O)CCCCCC(=O)Nc1ccc2c(c1)C(=O)N([C@H](C)CO)C[C@@H](C)[C@@H](CN(C)S(=O)(=O)c1ccc(C)cc1)OCCCC[C@H](C)O2 | 15 | 21
COc1ccc(C(=O)NCC2CCN(C(=O)C(=O)c3cccs3)CC2)cc1 | 12 | 13
COc1ccc(CCN(C)C(=O)c2ccc(S(=O)(=O)Nc3ccccc3C)cc2)cc1OC | 2 | -34
CC(=O)Nc1ccc(S(=O)(=O)N2C(=O)c3cccc4cccc2c34)cc1 | -12 | -5
O=c1c2ccccc2nnn1Cc1ccco1 | 16 | -3
O=C(Nc1nc2ccc(Cl)cc2s1)c1cc(-c2ccc(Cl)cc2)nc2ccccc12 | -3 | -23
CC(C)C1N=C(NC(=O)OCc2ccccc2)NC1=O (stereo not drawn) (tested in a mixture with another compound) | -1 | -29
COc1ccccc1N1CCN(/N=C/c2ccc(O)c(O)c2)CC1 | -3 | -12
O=C(CSc1nnc(-c2cccnc2)n1-c1ccccc1)c1ccccc1Cl | -51 | -34
C#CCN1C(C(=O)OC)CN(CCCCCC)CCS1(=O)=O (stereo not drawn) | 10 | 9
CS(=O)(=O)N[C@@H]1C[C@@H]2O[C@H](CO)CC[C@@H]2O[C@@H]1CCc1ccc(/C=C/c2ccccc2)cc1 | -14 | 31
COC(=O)C1CN(CCO)CCS(=O)(=O)N1Cc1cn(Cc2ccccc2Br)nn1 (stereo not drawn) | -10 | 10
Cc1ccc(C2=NN=C(NC(=O)CSc3nc(C)cc(C)n3)SC2)cc1 | -4 | 12
CCN(CC)C(=O)CC[C@H]1CC[C@]2(CCCN(C(=O)C(C)(C)C)C2)O1 | -22 | -10
COC(=O)C1=C(C)N(Cc2ccc(F)cc2)C(=S)NC1c1cccc(OC)c1 (stereo not drawn) | 30 | -12
COC(=O)C1=C(C)N(C)C(=NCc2ccc(OC)cc2)NC1c1cccc(Cl)c1 (stereo not drawn) | -9 | 2
Cc1ccc(Cn2cc(COC(=O)NCCc3c[nH]c4ccccc34)nn2)cc1 | -8 | -16
CC(C)CN1C(=O)[C@]2(CC(=O)N(C)C2c2ccccc2)c2cc(-n3cc(CN(C)C)nn3)ccc21 (stereo partly drawn) | 0 | 2
Cc1ccc(-c2cc(C(=O)NN=Cc3ccccc3OCC(=O)O)[nH]n2)cc1 | -15 | 0
COc1cc([N+](=O)[O-])ccc1NC(=O)CSc1nc2ccccc2n1-c1ccccc1 | -6 | 3
COc1ccc(-n2c(SCC(=O)NN=Cc3c(O)ccc4ccccc34)nnc2-c2ccc(C(C)(C)C)cc2)cc1 | 42 | -8
Cn1c(=O)cc(OCC(=O)N2CCN(c3ccc(F)cc3)CC2)c2ccccc21 | 10 | -17
C#CCN(C[C@H]1[C@H](OC(=O)Nc2c(C)noc2C)[C@H](OC(=O)Nc2c(C)noc2C)CN(C(=O)OC(C)C)N1C(=O)OC(C)C)S(=O)(=O)c1ccc(C)cc1 | 17 | 6
O=C(OC12CCCN(C1)/C(=C/c1ccccc1)C2)C1CCCC1 (stereo not drawn) | -6 | -9
CCOC(=O)N1CCC(N(CCN(C)C)C(=S)Nc2ccc(OCC)cc2)CC1 | 9 | 9
CCCCN(C)c1c2c(nc3ncnn13)CCCC2 | 15 | 5
COc1ccc(OC)c(Nc2nnc(C)c(=O)[nH]2)c1 | 9 | -39
O=C(N[C@H](C(=O)N1CCC[C@H]1C(=O)NCc1ccccc1)c1ccccc1)c1ccccc1 | 13 | 2
COC(=O)C1=C(C)N(C)C(=NCc2ccc(C(F)(F)F)cc2)NC1c1cccc(Cl)c1 (stereo not drawn) | 12 | 12
CCCCN1CC(=O)N2[C@H](C[C@@]3(n4ccc5ccccc54)c4ccccc4N(S(=O)(=O)c4ccccc4)[C@@H]23)C1=O | 14 | 16

Profiles, looked up by structure. Screens in order: SRC2 inh | COUP-TFII inh
Shown for COC(=O)C1CCN(C(=O)C2CC(=O)N(c3ccc(OC)cc3)C2c2ccc(OC)cc2)CC1 (stereo not drawn) → -5 | -6
Shown for COc1cc([N+](=O)[O-])ccc1NC(=O)CSc1nc2ccccc2n1-c1ccccc1 → -6 | 3
Shown for CCn1c(COc2ccccc2)nnc1SCC(=O)Nc1ccc(Oc2ccccc2)cc1 → 9 | 15
